Vc quorum ag: inducers of Vibrio cholerae quorum light production without autoinducers; V. cholerae BH1578 lux reporter, luminescence, 6 h; activation, % at 18.7 µM; 0.16% of 350,000 active; AID 588436; in the data active means activation mostly above about 9.7%, no sharp cut-off; inconclusive means no clear call, values can overlap the other calls; inactive means mostly below about 3.7%; further: not every result past the cut was called active; inactives centre near 0; reference of the scale not given here
Yp Topo-I inh: inhibitors of Yersinia pestis topoisomerase I | Y. pestis Topo-I cleavage product accumulation, plate reader | activity, % at 10 µM | 0.064% of 360,000 active; in the data active means activity above about 50%, passing the limit was not always enough; inconclusive means no clear call, values can overlap the other calls; further: inactives centre near 2
DUSP3 inh: inhibitors of human VHR1 phosphatase (DUSP3) | AID 1654 | recombinant VHR phosphatase, pNPP absorbance | inhibition, % at 13.3 µM | 0.52% of 290,000 active | P51452; in the data active means inhibition above about 50%; further: some compounds called inactive have numbers as strong as hits
Target sequence (P51452 whole entry, looked up): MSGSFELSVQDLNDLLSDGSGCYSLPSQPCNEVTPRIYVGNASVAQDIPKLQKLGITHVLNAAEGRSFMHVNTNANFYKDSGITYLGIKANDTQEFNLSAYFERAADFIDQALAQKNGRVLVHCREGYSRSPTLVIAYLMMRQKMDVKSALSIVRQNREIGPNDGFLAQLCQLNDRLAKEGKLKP
CCHF vOTU inh: blocks the CCHF virus ovarian tumor domain protease. 0.55% of 370,000 active. CCHFV vOTU protease, Pep-AMC fluorescence. inhibition, % at 11.5 µM; in the data active means inhibition above about 30%; further: 0% = vehicle wells with enzyme and 100% = no enzyme wells
PrPC TRFRET: cell surface PrPC inhibition, primary TR-FRET screen; AID 720596; TR-FRET read-out; 0.43% of 370,000 active; inhibition, % at 13.8 µM; in the data active means inhibition above about 24%; further: 0% = median of the test wells and 100% = reference compound wells
SARS 3CLpro inh: SARS-CoV 3CLpro protease inhibition; recombinant SARS-CoV 3CLpro, quenched FRET peptide cleavage; inhibition, % at 6 µM; P0C6X7; AID 1706; 0.14% of 290,000 active; in the data active means inhibition above about 12%
TcdB GH inh: blocks C. difficile toxin B glycohydrolase activity. P18177. TcdB glycohydrolase enzymatic assay, plate reader. inhibition, % at 9.99 µM. 0.24% of 350,000 active; in the data active means inhibition above about 10%
Rv3671c protease: inhibits the M. tuberculosis serine protease Rv3671c; inhibition, % at 5.96 µM; 0.048% of 320,000 active; P9WHR9; in the data active means inhibition above about 38%;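 further: extracellular domain of Rv3671c used as enzyme; 0% = enzyme with DMSO and 100% = no enzyme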
Target sequence (P9WHR9 whole entry, looked up, the tested form may be a part): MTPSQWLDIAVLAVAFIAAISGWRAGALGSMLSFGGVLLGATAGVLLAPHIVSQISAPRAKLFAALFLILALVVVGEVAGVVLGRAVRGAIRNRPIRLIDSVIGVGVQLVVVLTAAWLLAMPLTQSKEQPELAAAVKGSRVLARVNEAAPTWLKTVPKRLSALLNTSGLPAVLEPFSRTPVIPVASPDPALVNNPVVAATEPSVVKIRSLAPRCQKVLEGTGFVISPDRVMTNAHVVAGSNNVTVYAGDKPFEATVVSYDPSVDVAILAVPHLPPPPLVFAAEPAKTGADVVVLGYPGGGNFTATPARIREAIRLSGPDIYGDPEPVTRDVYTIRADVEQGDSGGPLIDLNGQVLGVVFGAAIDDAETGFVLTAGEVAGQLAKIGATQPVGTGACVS
PriA SSB inh: blocks PriA binding to SSB C-terminal tail; 0.6% of 430,000 active; AlphaScreen SSBct-PriA binding, biotinylated peptide; inhibition, % at 33 µM; AID 1272365; in the data active means inhibition mostly above about 37%, no sharp cut-off; inactive means mostly below about 20%;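 further: plate controls were negative control peptide for no effect and reference peptide for full effect; strong numbers were not always called active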
MazF activator: increases E. coli MazEF RNase cleavage of RNA; FAM/BHQ RNA-DNA oligo cleavage fluorescence, 5 h; activation, % at 20 µM; P0AE70; 0.32% of 350,000 active; in the data active means activation above about 50%
Target sequence (P0AE70 whole entry, looked up): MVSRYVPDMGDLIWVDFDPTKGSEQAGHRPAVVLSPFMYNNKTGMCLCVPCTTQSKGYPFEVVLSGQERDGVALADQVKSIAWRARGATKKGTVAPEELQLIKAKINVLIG
An asterisk follows results filed as active; i = inactive; ? = inconclusive; . = not tested or not shown; & = joins results of further samples; ! = not active in a repeat.

SMILES	Vc quorum ag	Yp Topo-I inh	DUSP3 inh	CCHF vOTU inh	PrPC TRFRET	SARS 3CLpro inh	TcdB GH inh	Rv3671c protease	PriA SSB inh	MazF activator
CN(C)S(=O)(=O)c1ccc(C(=O)/C=C/c2cccnc2)cc1	i	3	7	5	-1	0	0.5	3	1	6
COc1ccc(N2CCN(C(=O)CSc3nc4c(c(=O)n(C)c(=O)n4C)n3C(C)C)CC2)cc1	i	-7	39	5	-1	-9	.	-5	-11	-5
COc1ccc2ccccc2c1/C=N/NC(=S)NCCN1CCOCC1	-0.9	28	11	3	-3	5	0.7	11	.	-10
O=C(CN1CCN(C(=O)C2CCCO2)CC1)Nc1ccc(Br)cc1 (stereo unspecified)	-0.1	1	4	13	-2	-2	1.3	5	0	-3
O=c1c(-c2nn[nH]n2)coc2ccc(Cl)cc12	i	6	11	-8	3	-4	1.9	6	2	2
O/C(=C\c1ccc2ccccc2n1)c1ccc(O)cc1O	0.2	-15	26	8	4	1	0.5	11	1	-76
Cc1ccc(-c2cc(=O)[nH]c(NCc3ccccc3)n2)cc1	-0.1	18	.	9	12	.	-1.1	2	2	-5
O=C(N/N=C/c1c(O)n(CCc2ccccc2)c(=O)[nH]c1=O)c1ccccc1O	0.8	16	16	32*	3	1	0.4	3	.	-18
O=C1C2(Cl)C3(Cl)C4(Cl)C(Cl)(Cl)C5(Cl)C3(Cl)C1(Cl)C5(Cl)C24Cl (stereo unspecified)	-0.1	-5	.	16	7	.	0.4	-42	-5	66*
CCC(=O)Nc1ccc(NC(=O)CSc2nnc(-c3ccco3)n2CC)cc1	0.2	7	-16	12	-4	3	0.1	0	-2	7
CC(C)CCC(C)NC(=O)Cc1ccc(S(=O)(=O)N2CCOCC2)s1 (stereo unspecified)	i	-10	19	23	-3	3	0.0	-7	-2	0
COc1cccc(CN2CCNC(=O)C2CC(=O)NCCc2ccccn2)c1 (stereo unspecified)	-1.8	2	8	-9	7	3	0.5	0	0	3
COc1ccc(C)cc1NC(=O)NNC(=O)c1ccoc1C	-0.5	1	0	10	5	0	0.8	0	-7	1
CNc1nc(C)nc(N/N=C/c2ccccc2)n1	1.7	1	15	2	7	3	-3.7	3	.	11
CCOc1ccc(Br)cc1C1=NN(C(C)=O)C(c2ccc([N+](=O)[O-])s2)O1 (stereo unspecified)	-2.8	-17	-16	4	-10	0	-0.1	.	-4	6
ClCCN(CCCl)c1ccc(-n2cnc3c(Cl)ncnc32)cc1	i	11	.	-2	10	.	-1.3	.	-6	2
CCOC(=O)c1c(CC(C)C)csc1N	-0.9	-5	9	3	6	1	0.2	-4	-12	7
O=[N+]([O-])c1cc(C(F)(F)F)cc([N+](=O)[O-])c1NCc1cccnc1	-0.2	-8	27	2	-29	3	0.4	2	18	-2
CN1CCC(OC(=O)c2ccccc2Cl)CC1	i	0	22	-10	-2	1	-2.3	-4	7	-13
Cc1ccc(OCc2cc(C(=O)NC(C)Cc3cccnc3)no2)cc1C (stereo unspecified)	-0.2	27	19	15	17	-1	0.9	0	2	-3
CCc1nc(SCC(=O)Nc2cc(C)on2)c2c(=O)n(C)c(=O)n(C)c2n1	i	2	-2	-4	1	-6	-0.7	-1	-2	9
NC(=S)NN=C1CCCCCCCC1	i	-3	.	-2	-4	.	0.4	.	7	-22
NC(=S)NNc1cc(Cl)cc(Cl)c1	.	0	20	6	-4	-4	.	-3	8	9
O=C(Cn1ncc2c(=O)oc3ccccc3c21)N1CCc2ccccc2C1	-0.4	?	9	-5	8	-2	-0.4	2	-8	6
CC1(/[N+]([O-])=C/c2ccc(F)cc2)CCCCC1=O (stereo unspecified)	i	12	13	-2	-4	-6	0.3	6	-1	2

Additional records follow.
SMILES	Vc quorum ag	Yp Topo-I inh	DUSP3 inh	CCHF vOTU inh	PrPC TRFRET	SARS 3CLpro inh	TcdB GH inh	Rv3671c protease	PriA SSB inh	MazF activator
O=C(COc1ccc2c3c(c(=O)oc2c1)CCC3)NC(Cc1ccc(Cl)cc1)C(=O)O (stereo unspecified)	-0.5	1	8	-3	6	1	0.3	-5	-2	3
CC1Cc2nc(SCC(=O)NCC3CCCO3)n(-c3ccccc3)c(=O)c2S1 (stereo unspecified)	-0.2	0	.	8	-5	.	-0.4	.	.	-5
CCOC(=O)C1CCN(c2c(NCc3ccc(C(=O)NC(C)CC)cc3)c(=O)c2=O)CC1 (stereo unspecified)	-0.4	-2	32	9	-3	0	.	-1	-13	4
CCOCCOc1nc2c(c(=O)n(C)c(=O)n2C)n1Cc1ccc(C)cc1	-0.2	1	16	7	9	-5	1.3	9	-12	3
C[n+]1ccccc1Nc1cc([N+](=O)[O-])ccc1N	-0.6	1	-18	21	-5	-3	-5.6	7	-10	12
COc1ccc(/C=N/NC(=O)c2ccc(NC(=O)C3CCCCC3)cc2)cc1O	i	-1	18	7	2	-5	1.5	0	.	11
Cc1onc(-c2ccccc2Cl)c1C(=O)Nc1ccc(F)c(F)c1	i	0	20	4	-4	1	.	-4	-21	-5
CN(C)S(=O)(=O)c1ccc(N2CCCC2)c(C(=O)NC2CCC(O)CC2)c1 (stereo unspecified)	0.6	2	.	-1	-3	.	-0.8	-8	-7	3
CCN(CC)CCCNC(=O)CSc1nc(C)cc(C)n1	0.1	3	-1	-12	-1	-1	0.5	-3	-1	-28
C[C@@H]1CN([C@@H](C)CO)C(=O)c2cc(NC(=O)Nc3ccccc3)ccc2O[C@@H](C)CCCCO[C@H]1CN(C)C(=O)Nc1ccc(C(F)(F)F)cc1	i	-1	.	4	4	.	0.3	.	.	2
C[C@H]1C=C(C(=O)NCc2nc3ccccc3[nH]2)O[C@@H](OCc2ccc(CO)cc2)C1	0.8	6	22	-6	-2	.	11*!	-11	-10	7
O=C(CC(C(=O)O)N1CCOCC1)Nc1ccc(Cl)cc1 (stereo unspecified)	-0.2	2	23	-13	-2	-4	.	6	-4	-1
CN(C)c1ccc(/C=N/NC(=O)c2cc(=O)[nH]c3ccccc23)cc1	2.6	6	17	32*	1	8	0.8	3	.	-2
O=C(CSc1nnc(NC(=O)c2c(F)cccc2F)s1)NCc1ccc(F)cc1	-0.3	0	.	1	1	.	2.0	6	-6	-2
CCOC(=O)c1oc2cc(O)cc(C)c2c1C	-1.3	3	.	-8	6	.	4.0	.	-7	5
O=C(CSc1nc(C2CC2)nc2ccccc12)Nc1ccccc1N1CCOCC1	-0.3	23	26	0	2	-7	2.1	6	9	-1
COC(=O)C(Cc1ccc(N(CCCl)CCCl)cc1)N=Cc1ccccc1O (stereo unspecified)	-0.7	18	40	-13	-4	-1	1.5	0	-3	2
Nc1c(C(=O)NC2CCCC2)c2nc3ccccc3nc2n1/N=C/c1cccnc1	-0.2	7	.	-7	-2	.	1.7	0	.	19
COc1ccc(S(=O)(=O)NCC2CCCN(C(=O)C=C(C)C)C2)cc1 (stereo unspecified)	i	2	-14	-9	-1	0	-1.0	10	-14	8
CC(C)Cc1ccc(CN2CCCC(NC(=O)c3ccnn3C)C2)cc1 (stereo unspecified)	i	6	14	2	-2	0	0.4	7	1	0
COc1ccccc1NC(=O)C(C)OC(=O)CC1CCCCC1 (stereo unspecified)	-0.4	-4	.	5	4	.	1.0	-15	-20	6
Cc1ccc(S(=O)(=O)N2CCN(CC(=O)NC3CCCc4ccccc43)CC2)c(C)c1 (stereo unspecified)	-0.3	17	-14	5	7	-2	.	-2	8	-1
O=C1CN(C(=O)COC(=O)CCS(=O)(=O)c2ccccc2)c2ccccc2N1	i	-1	.	-2	1	.	-0.1	2	-8	3
COc1ccc(NC(=O)Nc2nnc(C(C)C)s2)cc1	i	-1	-8	-5	0	4	.	5	-17	-8
CCCCOC(=O)Nc1ccc(S(=O)(=O)Nc2nccs2)cc1	-0.5	-9	-3	0	1	-1	-0.6	3	6	6

Compound profiles (already shown). Order of values: Vc quorum ag, Yp Topo-I inh, DUSP3 inh, CCHF vOTU inh, PrPC TRFRET, SARS 3CLpro inh, TcdB GH inh, Rv3671c protease, PriA SSB inh, MazF activator
Listed for COc1ccc(/C=N/NC(=O)c2ccc(NC(=O)C3CCCCC3)cc2)cc1O : i, -1, 18, 7, 2, -5, 1.5, 0, ., 11
Listed for COC(=O)C(Cc1ccc(N(CCCl)CCCl)cc1)N=Cc1ccccc1O (stereo unspecified) : -0.7, 18, 40, -13, -4, -1, 1.5, 0, -3, 2
Listed for COc1ccccc1NC(=O)C(C)OC(=O)CC1CCCCC1 (stereo unspecified) : -0.4, -4, ., 5, 4, ., 1.0, -15, -20, 6
Listed for O=C(CSc1nnc(NC(=O)c2c(F)cccc2F)s1)NCc1ccc(F)cc1 : -0.3, 0, ., 1, 1, ., 2.0, 6, -6, -2
Listed for Cc1ccc(S(=O)(=O)N2CCN(CC(=O)NC3CCCc4ccccc43)CC2)c(C)c1 (stereo unspecified) : -0.3, 17, -14, 5, 7, -2, ., -2, 8, -1

New compounds follow:
SMILES	Vc quorum ag	Yp Topo-I inh	DUSP3 inh	CCHF vOTU inh	PrPC TRFRET	SARS 3CLpro inh	TcdB GH inh	Rv3671c protease	PriA SSB inh	MazF activator
COc1ccc(C/C(C)=N/NC(=O)c2ccncc2)cc1	-0.4	0	30	-1	-4	2	.	2	.	4
CC1=CN2C(=N)/C(=C/c3ccc(C)o3)C(=O)N=C2S1	-0.2	3	4	-10	-7	2	.	4	-1	5
Cn1c(C(=O)N(Cc2ccccc2)Cc2cccs2)cc2sccc21	i	3	-8	-11	1	-2	.	-3	4	0
C[C@H](CO)N1C[C@H](C)[C@@H](CN(C)S(=O)(=O)c2cn(C)cn2)OCc2cn(nn2)CCCC1=O	-1.1	1	.	9	-2	.	0.0&-0.2	.	.	5
O=C1CC[C@@H]2CC3(C[C@@H]4CCN1[C@H]24)Nc1cc(Cl)ccc1NC3=NC1CCCCC1 (stereo partly specified)	1.5	7	.	-1	-7	.	4.9	.	9	-15
Cn1c(=O)c2cc(NC(=O)CCc3ccc4c(c3)OCO4)ccc2n1Cc1ccc(F)cc1	-0.4	35	.	-37	31*	.	0.3	.	.	.
O=C(CSc1nnc(-c2ccccc2Br)o1)N1CCOCC1	-0.3	-2	-3	8	10	4	0.9	4	1	-2
CN(C)c1ccc2nsnc2c1[N+](=O)[O-]	-0.2	-2	23	14	-22	0	0.1	3	0	-1
Cc1cc(C)c(C(=O)COC(=O)C2CC3CCCC(C2)C3=O)c(C)c1 (stereo unspecified)	i	20	.	-1	-6	.	-3.4	4	-7	-1
Cc1nnc(SCC(=O)NC2CCCC2)n1CCc1ccccc1	i	7	2	16	4	-2	-0.4	-3	-9	6
COc1cccc(CN2CC(C(=O)NCCc3ccc(C)s3)CCC2=O)c1 (stereo unspecified)	i	6	14	-3	-7	1	-2.8	-4	-5	4
CC1(Cc2cc(Cl)ccc2C(F)(F)F)C(=O)Nc2ccc(S(=O)(=O)NC3CCCCC3)cc21 (stereo unspecified)	-0.5	26	.	23	9	.	0.3	.	.	.
O=C(NCCc1ccccc1)C1CCC(Cn2c(=O)c3ccccc3n(Cc3cccnc3)c2=O)CC1 (stereo unspecified)	-0.2	11	3	2	5	-3	.	-4	2	-5
O=C1C2CCCN2C(c2ccc(Cl)cc2)N1c1ccccn1 (stereo unspecified)	i	4	11	-9	3	-5	.	6	-8	0
CN1C(=O)C(c2nnc(Nc3cccc4ccccc34)s2)C2CC1(C)Oc1ccccc12 (stereo unspecified)	i	4	2	22	-3	1	11*	-9	20	7
COc1ccc(/C=N/NC(=O)CN(C)S(=O)(=O)c2ccc(NC(C)=O)cc2)cc1	-1.4	-2	21	6	1	1	0.3	2	.	7
NC(Cc1ccc(F)cc1)c1csc(Nc2cc(NCc3ccco3)ncn2)n1 (stereo unspecified)	-4.5	-5	.	9	12	.	1.1	.	.	.
Cc1ccc(/C=N/NC(=O)c2cc(C)oc2C)o1	i	0	13	4	-7	3	.	-10	.	5
CCCCn1c(N)c(N(CC(C)C)C(=O)CSc2ccccc2C)c(=O)[nH]c1=O	i	2	.	7	4	.	1.2	6	-4	-5
CCOc1ccccc1NC(=O)C(OC(=O)c1ccccc1)c1ccccc1 (stereo unspecified)	-0.3	25	1	-5	4	0	1.4	-14	-14	-2

These rows are one share of the data (hit frequency here may not be typical).
